NLRP3 yeast inh – blocks the NALP3 inflammasome reconstituted in yeast; Yeast reconstituted NLRP3/ASC/caspase-1, beta-gal luminescence, 24 h; inhibition, % at 10 µM; hit rate 0.39% among 330,000; AID 2825;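 active = inhibition of 50% or more; inactive = inhibition below 50%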;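 note: plate controls were induced DMSO wells for no effect and uninduced yeast grown without galactose for full effect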
mIAP act – mouse IAP activation | hit rate 0.24% among 330,000 | muIAP, CDP-Star luminescence, 30 min; hits give high values; 1 = vehicle-only enzyme signal, 0 = enzyme-free wells | AID 2805 | activation factor at 10 µM;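 active = activation factor of at least 2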; note: the source names both 10 and 20 µM as test concentration; values of inactives mirror those of a sister screen read the other way
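System: mouse IAP enzyme. Reagent: CDP-Star chemiluminescent phosphatase substrate. Benchmarks: DMSO wells, no-enzyme wells. Times: 30 min enzyme-substrate-compound incubation at room temperature. Detection: luminescence from enzymatic CDP-Star hydrolysis. Doses: test compounds delivered from DMSO solution.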
hIAP activ – human IAP activation. activation factor at 10 µM. hit rate 0.16% among 330,000. AID 2524. purified human IAP, CDP-Star luminescence, 30 min; hits give high values; 1 = vehicle-only enzyme, 0 = enzyme-free background;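 active = activation factor of the enzyme at least 2-fold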; note: the source names both 10 and 20 µM as test concentration; values of inactives mirror those of a sister screen read the other way
Target sequence (P09923 whole entry, looked up): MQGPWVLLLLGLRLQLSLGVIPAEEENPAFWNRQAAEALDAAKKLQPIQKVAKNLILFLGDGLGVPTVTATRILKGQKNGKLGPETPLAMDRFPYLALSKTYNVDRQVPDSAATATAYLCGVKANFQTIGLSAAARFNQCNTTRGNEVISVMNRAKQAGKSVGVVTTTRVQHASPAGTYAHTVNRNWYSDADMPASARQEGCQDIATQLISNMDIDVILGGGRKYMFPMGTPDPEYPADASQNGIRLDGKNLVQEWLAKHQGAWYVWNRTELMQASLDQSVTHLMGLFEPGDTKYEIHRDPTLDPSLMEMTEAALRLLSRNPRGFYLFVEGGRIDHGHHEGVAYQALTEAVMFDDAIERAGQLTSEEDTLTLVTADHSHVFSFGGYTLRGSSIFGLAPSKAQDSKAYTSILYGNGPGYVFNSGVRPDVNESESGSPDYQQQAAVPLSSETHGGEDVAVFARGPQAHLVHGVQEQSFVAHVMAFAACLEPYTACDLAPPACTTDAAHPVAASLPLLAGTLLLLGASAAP
SENP1 FRET inh – SENP1 (human) catalytic domain inhibition; Q9P0U3; recombinant SENP1 catalytic domain, CyPet-SUMO1-YPet FRET cleavage; inhibition, % at 10 µM; hit rate 0.21% among 360,000;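 active = inhibition at least 30% at 10 µM, raw YFP signal under a set limit, fluorescence ratio 0.5 to 1.5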;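 note: 0% = enzyme with DMSO and 100% = no enzyme wells; some results filed as inactive read as strong as hits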
Target sequence (Q9P0U3 419-644 limits assumed): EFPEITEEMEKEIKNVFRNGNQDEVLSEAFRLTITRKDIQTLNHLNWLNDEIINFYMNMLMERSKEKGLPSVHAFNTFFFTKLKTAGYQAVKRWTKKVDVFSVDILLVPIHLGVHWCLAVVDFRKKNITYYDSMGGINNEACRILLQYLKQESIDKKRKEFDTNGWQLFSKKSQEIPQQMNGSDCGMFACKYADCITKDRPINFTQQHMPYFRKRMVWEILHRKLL
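Assay system – human recombinant His6-tagged SENP1 catalytic domain enzyme · Input – SENP1 enzyme, 20 pM final · Buffer or medium – Tris pH 8 buffer plus EDTA, NaCl, BME, BSA, NP40, catalase · Schedule – 50 min reaction at room temperature · Technique – FRET read of cyan and yellow fluorescence · Control set – no-enzyme wells low, DMSO-plus-enzyme wells high control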
A3A deaminase – human APOBEC3A DNA deaminase inhibition | P31941 | recombinant A3A, FAM/TAMRA ssDNA deamination fluorescence | inhibition, % at 20 µM | hit rate 0.41% among 330,000 | AID 493011;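 active = at least 40% inhibition at 20 µM here, with at most 30% in a related deaminase screen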;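 note: plate controls were A3A with DMSO for no effect and wells lacking A3A enzyme for full effect; some results filed as inactive read as strong as hits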
Target sequence (P31941 whole entry, looked up): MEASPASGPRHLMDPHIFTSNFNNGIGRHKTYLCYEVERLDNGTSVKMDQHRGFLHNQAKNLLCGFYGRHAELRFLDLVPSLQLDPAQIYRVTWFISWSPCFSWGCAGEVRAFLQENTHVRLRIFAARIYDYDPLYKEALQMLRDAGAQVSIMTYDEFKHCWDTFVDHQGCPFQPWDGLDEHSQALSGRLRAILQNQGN
beta cell repl – induces beta-cell replication in MIN6 cells. MIN6 cells proliferation, ATPlite luminescence, 48 h; cells starved in 0.2% serum; 100% = growth in 10% serum. proliferation, % at 10 µM. hit rate 0.29% among 330,000. AID 2380;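 active = compounds whose signal lies at least 3.5 SD above the mean of all wells on their plate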;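 note: 0% = DMSO-treated cells in low-serum medium and 100% = 10% serum control; some compounds called inactive have numbers as strong as hits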
APOBEC3G inh – inhibitors of human APOBEC3G DNA deaminase; Q9HC16; recombinant A3G, ssDNA deamination FAM/TAMRA fluorescence; inhibition, % at 20 µM; hit rate 0.28% among 330,000; AID 493012;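 active = inhibition of at least 40% at 20 µM, with no more than 30% in the related APOBEC3A deaminase screen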;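 note: plate controls were DMSO wells with A3G for no effect and wells lacking A3G enzyme for full effect; some compounds called inactive have numbers as strong as hits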
hIAP inh – human IAP inhibition | P09923 | purified IAP, CDP-Star luminescence, 30 min | inhibition, % at 10 µM | hit rate 0.12% among 330,000 | AID 2544;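 active = inhibition reaching a set limit with compound at 10 µM in the primary screen, cut at about 35% in these data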;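 note: plate controls were DMSO wells with enzyme for no effect and no-enzyme buffer wells for full effect; values of inactives mirror those of a sister screen read the other way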
mIAP block – mouse IAP inhibition. purified mouse IAP, CDP-Star luminescence, 30 min. hit rate 0.2% among 330,000. inhibition, % at 10 µM. AID 2806;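 active = inhibition of at least 40% at 10 µM in the primary screen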;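 note: plate controls were DMSO with enzyme for no effect and no enzyme wells for full effect; values of inactives mirror those of a sister screen read the other way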
* = called active by the depositor; & = joins results of further samples.

1) CN(C)CC(c1ccccc1)c1ccccc1
2) Cc1ccc(CS(=O)(=O)c2ncc(Cl)c(C(=O)Nc3ccc(OC(F)F)cc3)n2)cc1
3) Cc1ccc(C(=O)N2CCC(C)CC2)cc1NC1=NC2CS(=O)(=O)CC2S1 (stereo not given)
4) CCNC(=O)CC1C(=O)N(c2ccc(OC)cc2)C(=O)N1CCOC (stereo not given)
5) O=C(c1cc2c(s1)CCCC2)n1cccn1
6) CN(CC(=O)Nc1cccc(F)c1)C(=O)Cc1n[nH]c(=O)c2ccccc12
entry no.,1,2,3,4,5,6
NLRP3 yeast inh,-1,49,6,21,19,18
mIAP act,1.1,0.96,1,0.99,1.1,0.99
hIAP activ,1.1,1.2,0.89,1.2,1.1,1.1
SENP1 FRET inh,0,2,2,1,9,1
A3A deaminase,-2,-1,-2,-2,6,4
beta cell repl,2,-7,0,-4,-2,-1
APOBEC3G inh,-8,-5,-10,-5,1,-4
hIAP inh,-13,-23,11,-19,-14,-12
mIAP block,-9,4,-1,1,-8,1

7) CCOc1cc(C(N)=O)cc(Br)c1OCc1ccccc1
8) Cc1cc(NC(=O)c2ccc(Cl)cc2)cc(C)c1OCC(=O)N1CCOCC1
9) CCOC(=O)C1=C(CNCc2ccc(C)cc2)NC(=O)NC1c1ccc(OC)cc1 (stereo not given)
10) O=S(=O)(c1ccc(Br)s1)N1CCN(CCOc2ccccc2)CC1
11) Cc1oc(/N=C/c2ccc(F)cc2)c(C#N)c1C
12) CC(C)[C@H](CO)Nc1nc(NCc2ccc(S(N)(=O)=O)cc2)c2ncn(C(C)C)c2n1
entry no.,7,8,9,10,11,12
NLRP3 yeast inh,14,4,15,42,13,0
mIAP act,0.99,0.95,0.91,1.1,1.1,0.94
hIAP activ,0.97,1.2,1.1,1.1,1,1.1
SENP1 FRET inh,3,2,4,1,-7,-23
A3A deaminase,5,-3,0,2,-2,-1
beta cell repl,0,-6,-4,-5,-2,4
APOBEC3G inh,-1,-3,-4,3,-8,-10
hIAP inh,3,-15,-6,-12,-1,-8
mIAP block,1,5,10,-7,-8,6

One compound at a time (already shown). Values in the order: NLRP3 yeast inh | mIAP act | hIAP activ | SENP1 FRET inh | A3A deaminase | beta cell repl | APOBEC3G inh | hIAP inh | mIAP block
Results for Cc1cc(NC(=O)c2ccc(Cl)cc2)cc(C)c1OCC(=O)N1CCOCC1 = 4 | 0.95 | 1.2 | 2 | -3 | -6 | -3 | -15 | 5
Results for CC(C)[C@H](CO)Nc1nc(NCc2ccc(S(N)(=O)=O)cc2)c2ncn(C(C)C)c2n1 = 0 | 0.94 | 1.1 | -23 | -1 | 4 | -10 | -8 | 6
Results for CCOc1cc(C(N)=O)cc(Br)c1OCc1ccccc1 = 14 | 0.99 | 0.97 | 3 | 5 | 0 | -1 | 3 | 1

More entries
13) CCCCSc1nnc(CCC)n1N
14) CCOC(=O)C1CCCN(Cc2cn(C)nc2-c2ccc3c(c2)OCCO3)C1 (stereo not given)
15) CC(C)N=C(NC#N)SCC(=O)NC(C)(C)C
16) O=C1C=C(NCCN2CCOCC2)CC(c2ccccc2)C1 (stereo not given)
17) CCOc1ccc(NC(=S)C(C#N)=C2N(C)c3ccccc3N2C)cc1
18) O=C(COC(=O)CCc1ccc(S(=O)(=O)N2CCOCC2)cc1)NCc1ccc(Cl)cc1
entry no.,13,14,15,16,17,18
NLRP3 yeast inh,4,7,6,7,12,1
mIAP act,0.95,0.94,1.1,0.95,1,0.96
hIAP activ,1.1,1.1,0.98,0.95,0.84,1
SENP1 FRET inh,1,-2,3,-7,-5,-3
A3A deaminase,1,1,1,-2,0,-4
beta cell repl,-1,-2,-1,0,1,0
APOBEC3G inh,-2,-6,-4,-3,-6,-8
hIAP inh,-6,-11,2,5,16,0
mIAP block,5,6,-8,5,-1,4

19) COc1cccc(C(=O)N2CCN(Cc3ccccc3C(F)(F)F)CC2)c1
20) CCSc1nnc(NC(=O)Cc2ccc(OC)cc2)s1
21) O=c1c(F)cn(C2CCCO2)c(=O)n1Cc1ccc(Cl)cc1 (stereo not given)
22) O=C(O)c1ccc(Nc2nc(-c3ccc([N+](=O)[O-])cc3)nc3ccccc23)cc1
23) Cc1cccc(C)c1NC(=O)CSc1nnc(-c2ccncc2)n1Cc1ccco1
24) COc1cn(-c2ccccc2)nc1C(=O)Nc1ccc(C)cc1
entry no.,19,20,21,22,23,24
NLRP3 yeast inh,-8,23,7,22,5,26
mIAP act,0.96,1,0.93,0.9,1.1,1.1
hIAP activ,1,0.86,0.95,0.91,1.3,1
SENP1 FRET inh,4,1,1,1,2,0
A3A deaminase,-6,-3,-2,-1,-2,-3
beta cell repl,1,0,-3,-4,-1,-3
APOBEC3G inh,-3,-4,-4,-8,0,-5
hIAP inh,-1,14,5,9,-30,0
mIAP block,4,-1,7,10,-12,-9

25) COC(=O)c1c(NC(=O)C2CCCCC2C(=O)O)sc2c1CCCCC2 (stereo not given)
26) CC1CCCC(NC(=O)CNC(=S)N(Cc2ccccc2)Cc2cccs2)C1C (stereo not given)
27) COC(Cn1c(-c2cccc(S(=O)(=O)N(C)C)c2)n[nH]c1=S)OC
28) O=C(CO/N=C/c1ccccc1OC(F)F)NCc1ccco1
29) O=C(NN1C(=O)C2CC=C(Cl)CC2C1=O)c1ccncc1 (stereo not given)
30) Cc1cc(NC(=O)c2cc(CC(C)C)on2)no1
entry no.,25,26,27,28,29,30
NLRP3 yeast inh,9,9,4,22,6,13
mIAP act,0.99,1.4,1.1,0.96,1.1,1.1
hIAP activ,0.96,1,1.1,1,1,1.2
SENP1 FRET inh,2,1,2,3,2,0
A3A deaminase,-2,5,-4,0,29,-1
beta cell repl,-2,-7,1,0,-4,-2
APOBEC3G inh,6,-3,21,-2,40*,-5
hIAP inh,4,0,-12,0,-1,-22
mIAP block,0,-36,-9,4,-10,-12

31) O=C(NC1CCN(S(=O)(=O)c2ccccc2)CC1)c1ccccc1
32) C/C(N)=C(/C#N)C(=O)COC(=O)C1Cc2ccccc2CN1S(C)(=O)=O (stereo not given)
33) O=C(O)CNS(=O)(=O)c1cc(Cl)c(Cl)cc1Cl
34) COc1ccc(-n2cnnc2SCC(=O)Nc2cccc(S(=O)(=O)N3CCCCC3)c2)cc1
35) CCCS(=O)(=O)N1CCC(C(=O)N2CCN(Cc3ccccc3)CC2)CC1
36) COc1ccc(OC)c(-n2c(-c3ccn[nH]3)n[nH]c2=S)c1
entry no.,31,32,33,34,35,36
NLRP3 yeast inh,23,-3,17,10,4,10
mIAP act,0.95,0.95,0.96,0.88,1.1,1.1
hIAP activ,1.3,0.98,1,1.1,1,0.98
SENP1 FRET inh,-1,1&2,0,2,0,0
A3A deaminase,-5,1,0,2,0,-6
beta cell repl,0,-2,-1,0,2,-2
APOBEC3G inh,-1,-6,-6,1,3,7
hIAP inh,-32,2,-2,-12,-4,2
mIAP block,4,5,4,12,-8,-6

37) COc1ccc2c(C)cc(SC3CCOC3=O)nc2c1 (stereo not given)
38) CCOC(=O)/C(=C\Nc1ccccc1C(F)(F)F)Sc1ncc(C(F)(F)F)cc1Cl
39) COCCn1c(SCc2cc(C(C)=O)ccc2OC)nc2cc(Cl)ccc2c1=O
40) CS(=O)(=O)c1ccc2nc(NC(=O)C3=NN(c4ccccc4)C(=O)CC3)sc2c1
41) Cc1cc(O)c(C(=O)/C=C/c2ccccc2)c(=O)o1
42) COc1ccc(NC(=O)Nc2cccc3c2O[C@H](CN(C)C(=O)NC(C)C)[C@@H](C)CN([C@H](C)CO)C3=O)cc1
entry no.,37,38,39,40,41,42
NLRP3 yeast inh,7,12,18,0,6,10
mIAP act,1.1,0.98,0.85,0.9,0.97,1
hIAP activ,1.1,1.1,0.87,0.91,0.83,1.1
SENP1 FRET inh,0,1,2,-7,-26,0
A3A deaminase,1,11,-1,2,0,-1
beta cell repl,1,-1,0,0,-3,-2
APOBEC3G inh,-7,21,-7,-1,-4,-3
hIAP inh,-9,-7,13,9,17,-12
mIAP block,-6,2,15,10,3,-5

43) Cc1oc(-c2ccc(Cl)cc2)nc1CS(=O)CC(=O)NCCN1CCCCCC1 (stereo not given)
44) CC(=O)N1CCc2cc(S(=O)(=O)N3CCc4ccccc4C3)ccc21
45) COc1ccc(OC)c(NC(=O)c2ccccc2NC(=O)c2ccco2)c1
46) CCN1CCN(CCCNC(=O)c2ccc3c(c2)NC(=O)c2ccccc2S3)CC1
47) Cc1cccc(C)c1NC(=O)CCS(=O)(=O)c1cccc2nonc12
48) CSCCC(C(=O)Nc1ccc2c(c1)OCO2)N1C(=O)c2ccccc2C1=O (stereo not given)
entry no.,43,44,45,46,47,48
NLRP3 yeast inh,-11,8,-14,13,15,-4
mIAP act,1.1,1.2,0.99,0.95,1,1.1
hIAP activ,1.3,1,1,0.92,1.1,1
SENP1 FRET inh,-6,2,3,-2,1,1
A3A deaminase,-4,-1,-2,-4,4,0
beta cell repl,-2,0,-1,-4,-1,-3
APOBEC3G inh,-8,-4,-6,-3,5,-4
hIAP inh,-27,-1,-3,8,-8,-4
mIAP block,-6,-22,1,4,-5,-5

49) Cc1cccc2c1cnn2C(=O)CCC(=O)NC1CCCCC1
50) Clc1ccccc1OCc1nn2c(-c3ccncc3)nnc2s1
51) CC(C)(C)c1ccc(C(=O)Oc2ccc3c(c2)OCC3=O)cc1
52) COc1cnn(-c2ccc(Br)cc2)c(=O)c1SCc1ccccc1
53) O=C(NNC(=S)NCc1ccco1)c1ccc(Cl)s1
entry no.,49,50,51,52,53
NLRP3 yeast inh,16,32,-3,3,16
mIAP act,1,1,1,0.95,0.86
hIAP activ,0.84,1.1,0.91,0.93,1.4
SENP1 FRET inh,1,-2,-1,3,1
A3A deaminase,-2,-1,1,-2,0
beta cell repl,1,-1,-4,4,7
APOBEC3G inh,1,-2,0,-5,-2
hIAP inh,16,-14,9,7,-36
mIAP block,-1,-2,-2,5,14

Screening data deposited in PubChem BioAssay by Sanford-Burnham Center for Chemical Genomics.

Only part of the results is shown, so the mix of outcomes need not match the whole.
